Assay outcomes from PubChem BioAssay.
proCasp3 act – activates human procaspase-3; hit rate 0.11% among 330,000; AID 463141; recombinant procaspase-3 D3A, Ac-DEVD-pNA absorbance 405 nm; activation, % at 8.5 µM;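 active = activation above the mean of all tested compounds plus 3 SD, cut at about 21% in these data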;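 note: 0% = DMSO alone and 100% = DMSO wells spiked with extra 5 µM PC-3 D3A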
Target sequence (P42574 whole entry D9A/D28A/D175A): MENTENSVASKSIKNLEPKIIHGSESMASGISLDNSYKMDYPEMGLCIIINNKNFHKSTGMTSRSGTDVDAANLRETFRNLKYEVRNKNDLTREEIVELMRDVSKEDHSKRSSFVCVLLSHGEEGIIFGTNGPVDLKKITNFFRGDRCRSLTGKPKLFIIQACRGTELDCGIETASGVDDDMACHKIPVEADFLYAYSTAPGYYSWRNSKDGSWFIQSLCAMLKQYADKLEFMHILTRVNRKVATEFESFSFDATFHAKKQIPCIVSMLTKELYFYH
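Assay system: Autoprocessing-dead procaspase-3 D3A mutant enzyme; also added: Ac-DEVD-pNA; doses: one concentration, 8.5 µM nominal, 0.8% DMSO; times: 1 h compound preincubation, 2 h substrate hydrolysis at 25 °C; technique: 405 nm absorbance of p-nitroaniline, reads at 0 and 120 min; measure: % activation between DMSO and enzyme-spiked controls; repeats: single replicate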
CTSL1 counter – blocks F. hepatica cathepsin L1 in PFM18AAP counter-screen; recombinant F. hepatica cathepsin L1, Z-Leu-Arg-MCA fluorescence; inhibition, % at 5.96 µM; hit rate 0.49% among 300,000;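 active = inhibition above the mean of all tested compounds plus 3 SD, set per screening campaign, cut at about 17% in these data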;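 note: 0% = plate median of test compound wells and 100% = 1 µM Z-Phe-Ala-diazomethylketone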
GRK2 aptamer HTS – human GRK2 inhibition via aptamer displacement. inhibition of aptamer binding, % at 10 µM. AID 488847. bead flow cytometry, FAM-aptamer displacement from GRK2. hit rate 0.59% among 330,000. P25098;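 active = inhibition of aptamer binding above 40%, roughly 3 SD of noise, on plates passing a quality check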;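 note: median bead fluorescence of bound FAM aptamer so fluorescent compounds give negative values; no value below 0 was filed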
procasp7 counter – activates human procaspase-7, counter-screen for procaspase-3 activators | P55210 | recombinant procaspase-7, Ac-DEVD-pNA absorbance 405 nm; D23A/D198A/D206A triple mutant, cannot self-cleave; scale: DMSO 0, 5 µM enzyme 100 | activation, % at 8.5 µM | hit rate 0.093% among 330,000;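 active = percent activation above the screen-wide mean plus 3 SD, cut at about 25% in these data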
Target sequence (P55210 whole entry D23A/D198A/D206A): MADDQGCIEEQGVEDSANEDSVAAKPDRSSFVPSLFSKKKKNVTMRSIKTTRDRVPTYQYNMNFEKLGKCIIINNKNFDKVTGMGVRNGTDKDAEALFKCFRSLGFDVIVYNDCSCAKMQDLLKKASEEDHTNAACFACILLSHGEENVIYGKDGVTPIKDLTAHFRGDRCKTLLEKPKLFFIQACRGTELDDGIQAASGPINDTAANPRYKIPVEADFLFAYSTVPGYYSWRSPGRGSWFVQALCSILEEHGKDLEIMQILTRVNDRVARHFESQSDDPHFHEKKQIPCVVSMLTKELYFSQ
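Replicates: singlicate. Assay system: Procaspase-7 triple mutant (PC-7 D3A). Signal: 405 nm absorbance of p-nitroaniline. Times: 1 h preincubation, 2 h reaction. Buffer or medium: Zinc-free HEPES pH 7.4 with 300 mM NaCl, 0.01% Triton X-100. Also added: DEVD-pNA substrate. Benchmarks: DMSO wells as 0%, DMSO with 5 µM added PC-7 as 100%.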
VLA-4 inh – inhibition in a human VLA-4 binding assay | VLA-4 expressing cells, ligand binding flow cytometry | inhibition, % (about 7 µM as worked out from the volumes in the protocol) | hit rate 0.2% among 330,000 | AID 2557 | P13612; in the data active = inhibition above about 50%
PP5 inh – PP5 (human) phosphatase inhibition. purified PP5c, OMFP substrate fluorescence. inhibition, % at 6.7 µM. AID 1987. hit rate 0.18% among 320,000;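 active = inhibition above the campaign's mean inhibition across all tested compounds plus 3 SD, cut at about 9.5% in these data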;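 note: 0% = DMSO only and 100% = 100 µM cantharidin control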
Target sequence (P53041 whole entry, looked up): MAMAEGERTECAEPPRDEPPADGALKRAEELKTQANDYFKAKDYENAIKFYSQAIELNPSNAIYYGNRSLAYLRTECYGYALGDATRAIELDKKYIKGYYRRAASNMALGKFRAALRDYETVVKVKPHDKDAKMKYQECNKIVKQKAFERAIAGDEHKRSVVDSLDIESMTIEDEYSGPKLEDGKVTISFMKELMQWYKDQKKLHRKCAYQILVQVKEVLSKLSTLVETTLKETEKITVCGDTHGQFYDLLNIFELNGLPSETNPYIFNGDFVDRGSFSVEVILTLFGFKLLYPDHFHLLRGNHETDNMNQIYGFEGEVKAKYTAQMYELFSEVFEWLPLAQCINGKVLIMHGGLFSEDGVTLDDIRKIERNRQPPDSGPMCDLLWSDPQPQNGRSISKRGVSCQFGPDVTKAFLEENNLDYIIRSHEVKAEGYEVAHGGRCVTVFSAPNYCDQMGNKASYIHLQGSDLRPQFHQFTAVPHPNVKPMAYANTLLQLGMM
JMJD2C inh – blocks human GASC-1 demethylase activity | hit rate 0.069% among 330,000 | inhibition, % at 2.35 µM | GST-JMJD2C(1-420) H3K9me3 demethylation, DELFIA europium | Q9H3R0 | AID 2099;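 active = more than half of a compound's replicate wells show inhibition beyond 50%, single wells judged on their own value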;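 note: signal counts dimethyl H3K9 product captured on neutravidin plate; 0% = median of DMSO wells and 100% = 0.3 times that DMSO median; strong numbers were not always called active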
core dimer inh – blocks dimerization of HCV core protein; TR-FRET GST/Flag-core106 dimerization, 1536-well; hit rate 0.33% among 300,000; inhibition, % at 5 µM;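 active = inhibition above the mean of all tested compounds plus 3 SD, set per screening campaign, cut at about 45% in these data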
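Assay system: GST-tagged and Flag-tagged HCV core protein residues 1-106 / Times: compound-protein-antibody incubation 4 h at 22.5 °C / Signal: time-resolved FRET, ex 340 nm, em 617 and 671 nm / Evaluation: % inhibition based on acceptor/donor emission ratio / Benchmarks: wells lacking GST-core106 and wells with excess unlabelled core106 / Repeats: singlicate, one well per compound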
PP1 inh – PP1-alpha (human) inhibition in PP5 counter-screen; purified PP1alpha, OMFP fluorescence; P62136; inhibition, % at 6.7 µM; hit rate 0.9% among 320,000; AID 2235;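 active = inhibition above the mean inhibition of all tested compounds plus 3 SD, computed separately for each screening campaign, cut at about 15% in these data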
Numbers without * were called inactive; . = not tested or not shown.

SMILES	proCasp3 act	CTSL1 counter	GRK2 aptamer HTS	procasp7 counter	VLA-4 inh	PP5 inh	JMJD2C inh	core dimer inh	PP1 inh
O=C(O)C1C2C=CC(C2)C1C(=O)NC(c1ccccc1)c1ccccc1 (stereo not drawn)	0	-1	0	-3	-4	3.0	-4	-3	-5
CC(C)C[C@H]1CN=C(Nc2ccccc2)N1CC1CCC(C)CC1 (stereo partly drawn)	1	3	0	5	15	-0.9	-6	8	-6
CCn1nc(C(=O)Nc2ccc(S(=O)(=O)Nc3nccs3)cc2)c2ccccc2c1=O	6	1	2	-2	4	-2.2	0	4	-3
Cc1cccc(C)c1OCC(=O)Nc1cccc(S(=O)(=O)N2CCCC2)c1	4	-4	2	18	3	-0.3	-5	4	-8
O=C(O)c1ccc(NC(=O)c2ccc3c(c2)C(=O)N(c2ccccc2)C3=O)cc1	6	5	1	-3	8	1.4	-5	-8	-4
Cc1ccc(SCCC(=O)Nc2ccccc2C(=O)NC2CCCCC2)cc1	3	-10	2	1	5	0.0	6	7	0
CC(Oc1ccc(F)cc1F)C(=O)NNC(=S)NCC1CCCO1 (stereo not drawn)	-10	2	1	-9	-4	3.0	-1	-7	1
CCOc1ccc2oc(C(=O)OC(C(=O)NC(N)=O)C(C)C)c(C)c2c1 (stereo not drawn)	-5	1	9	4	4	5.0	-1	0	-3
Cc1[nH]c2ccc(C(=O)N3CCN(c4ccc(F)cc4)CC3)cc2c1C	0	-2	0	-11	2	3.4	-2	18	-4
O=C(CN1C(=O)/C(=C\c2ccccc2Br)Oc2ccccc21)NCCCN1CCOCC1	32*	-1	1	25	7	1.2	-35	3	-2
O=C(CSc1nc2ccccc2[nH]1)c1ccco1	-14	12	1	-25	-12	-1.0	10	7	-6
COc1ccc(-c2cc(C(F)(F)F)n3nc(C(=O)Nc4c(C)n(C)n(-c5ccccc5)c4=O)c(Cl)c3n2)cc1	1	0	11	-1	5	2.6	4	14	-2

With a hit mark in proCasp3 act, among the entries above:
molecule	proCasp3 act	GRK2 aptamer HTS	VLA-4 inh	PP5 inh	JMJD2C inh	core dimer inh
O=C(CN1C(=O)/C(=C\c2ccccc2Br)Oc2ccccc21)NCCCN1CCOCC1	32*	1	7	1.2	-35	3

The listing picks up with the 4 entries that preceded the break.
SMILES	proCasp3 act	CTSL1 counter	GRK2 aptamer HTS	procasp7 counter	VLA-4 inh	PP5 inh	JMJD2C inh	core dimer inh	PP1 inh
Cc1[nH]c2ccc(C(=O)N3CCN(c4ccc(F)cc4)CC3)cc2c1C	0	-2	0	-11	2	3.4	-2	18	-4
O=C(CN1C(=O)/C(=C\c2ccccc2Br)Oc2ccccc21)NCCCN1CCOCC1	32*	-1	1	25	7	1.2	-35	3	-2
O=C(CSc1nc2ccccc2[nH]1)c1ccco1	-14	12	1	-25	-12	-1.0	10	7	-6
COc1ccc(-c2cc(C(F)(F)F)n3nc(C(=O)Nc4c(C)n(C)n(-c5ccccc5)c4=O)c(Cl)c3n2)cc1	1	0	11	-1	5	2.6	4	14	-2
CCN1CCN(C(c2cccs2)C(C)NS(=O)(=O)c2ccccc2)CC1 (stereo not drawn)	-2	-2	0	1	-6	2.3	2	8	-3
O/N=C/c1ccc(OCc2ccccc2F)c(Cl)c1	-3	7	0	-11	-14	0.1	-3	-5	-1
COc1ccc(CCn2c(-c3ccco3)nc3nc4ccccc4nc32)cc1	-2	-1	4	11	-17	3.9	4	56*	4
Cn1c(SCc2ccccc2Cl)nc(C(F)(F)F)cc1=O	0	3	0	-4	0	-0.2	1	3	-1
Cc1ccc(SCCN)cc1C	0	-3	0	3	7	1.4	2	-9	-5
Oc1ccc(/C=N/NC(=S)Nc2cccnc2)c(O)c1	-19	4	5	-13	-5	-3.5	3	-28	-9
CCOC(=O)c1ccc(CNC(=O)c2n[nH]c(=O)c3ccccc23)o1	12	-1	3	-3	8	1.2	12	1	-3
COc1ccc(NC(=O)CSCC(=O)N2CCN(c3cccc(C(F)(F)F)c3)CC2)cc1	4	.	0	-14	13	3.3	-2	.	0
C/C(CC(=O)Nc1ccc(Cl)c(Cl)c1)=N\NC(=O)C(=O)N1CCCCC1	-3	-2	4	9	-3	2.2	6	-4	0
COc1ccc(-n2nc3c(N4CCC(C(=O)NCc5ccccc5C)CC4)nnc(C)c3c2C)cc1	-3	-1	0	-3	31	2.1	21	15	9
Cc1cn2c(nc1=O)OC1CC2OC1CO (stereo not drawn)	3	-2	1	3	24	-0.7	2	2	-3
O=C(NNC(=O)C12CC3CC(CC(Cl)(C3)C1)C2)c1ccncc1	6	1	2	5	-5	-1.9	-4	0	-5
NC(=O)CSc1nc2c(c(=O)n1-c1ccccc1)C1(CCCCC1)Cc1ccccc1-2	5	1	1	9	18	5.4	4	7	4
CCCSc1cc(N2CCCC2)nc(-c2ccccc2)n1	-6	5	4	5	14	0.2	24	3	0
O=C(Cn1nnc(-c2cccs2)n1)NCc1ccccc1	0	-1	0	-3	-3	-0.6	-4	1	2
O=C(NCCc1c[nH]c2ccccc12)c1cnccn1	2	-3	0	10	4	0.6	-6	-2	-4
O=C(NN=C1CCCC1)c1ccc(O)cc1O	-1	2	3	-2	10	2.4	-5	-16	-4
Cc1nc2ccccc2c(=O)n1NC(=O)C1CCCCC1	3	3	0	2	7	0.2	-9	-2	-1
CC(=O)N(/N=C1\Sc2ccccc2C1=O)c1cccc(C)c1	-1	88*	0	-1	-35	-4.8	1	23	3
Cc1ccc2occ(/C=N/O)c(=O)c2c1	2	0	3	1	-9	2.5	6	-3	-2
CC(=O)c1ccc(N2CCN(CC(=O)NC(=O)NCc3ccccc3)CC2)cc1	4	.	1	8	14	1.9	0	.	0
COc1cccc(CNC(=O)C2CCN(S(=O)(=O)c3ccc(-n4cnnn4)cc3)CC2)c1	-1	8	0	-1	4	-3.1	51	-14	-5
O=C(Nc1ccccc1)C1C2/C=C\CCCCC21 (stereo not drawn)	-9	-1	3	-2	3	1.7	-3	3	-2
CC(=O)Nc1nc2ccccc2n1CCN(C)C	11	0	4	-2	7	-0.2	2	3	-3
COc1ccc(/C(O)=C2/C(=O)C(=O)N(CCN3CCOCC3)C2c2ccc(C)cc2)cc1 (stereo not drawn)	-10	3	0	-19	18	-1.7	3	6	0
Nc1nc2c(s1)CCCCCCCCCC2	3	1	0	-3	4	-0.3	-6	-2	-3
C[C@@H](NC(=O)[C@@H]1Cc2ccccc2CN1C(=O)OC(C)(C)C)C(=O)NC1CCCC1	-14	1	0	10	4	0.3	5	-1	-4
CC(=O)c1ccc(-c2ccc(C(=O)N3CCC(C(N)=O)CC3)o2)cc1	-1	2	0	-3	5	0.5	0	-4	-3
O=S(=O)(NCc1ccccc1Cl)c1ccc(-n2cccn2)cc1	5	-2	2	2	1	-0.1	15	1	4
C[C@H](CO)N1C[C@H](C)[C@@H](CN(C)S(=O)(=O)c2cccs2)Oc2c(NC(=O)Nc3ccccc3)cccc2C1=O	5	.	0	-2	-6	.	-5	.	.
CCOC(=O)Cn1nc(C)c(NC(=O)COc2ccccc2[N+](=O)[O-])c1C	1	-8	0	9	5	-0.4	4	1	0
CS(=O)(=O)N1CCCC(C(=O)NCc2ccco2)C1 (stereo not drawn)	0	2	3	9	-11	0.0	12	-15	-2
CCC(=O)N1CCc2cc(Br)cc(S(=O)(=O)NCC3CCCN3CC)c21 (stereo not drawn)	5	-1	2	3	7	3.5	16	-6	3
Cc1nn2c(-c3ccccn3)ccnc2c1Cl	11	1	0	5	7	-0.1	14	-5	0
S=C(NCc1ccccc1)N1CCN(c2ccccc2)CC1	4	-2	0	4	-20	3.7	1	-3	-2
O=C(CNC(=O)c1nc[nH]c1C(=O)NCc1ccccc1)OCc1ccccc1	-1	6	0	6	14	1.3	0	8	-1
O=C(Nc1ccc(F)c(F)c1)C1=COCCO1	9	-1	0	-4	6	0.1	-9	-3	-5
Cc1cccc(-c2oc(C)c(C)[n+]2[O-])c1	-4	1	0	2	31	7.2	-7	-4	-1
O=C(CSc1nnc2sc3ccccc3n12)NCc1ccco1	8	2	0	0	-2	1.0	9	-3	-2
CCOC(=O)COc1cc2oc(=O)cc(C)c2cc1[N+](=O)[O-]	5	0	1	12	3	0.1	49	3	-4
CN(Cc1nccn1C)C(=O)CC1C(=O)NCCN1Cc1ccc(F)cc1Cl (stereo not drawn)	6	1	0	1	-2	0.4	0	-5	-2
NC(=S)Nc1cccc2cnccc12	1	-5	2	1	4	1.4	5	-2	-1
Cc1nc(NCCOc2ccccc2)sc1C(=O)Nc1ccccc1	4	5	2	5	2	0.0	-4	5	-1
COc1ccc(OC)c(/C=C2\N=C(c3ccccc3)OC2=O)c1	8	2	0	13	5	0.1	-2	-1	0
COc1ccc(N/C=C/C(=O)C(C)(C)C)cc1	-8	8	0	9	0	0.1	-16	-11	5
CCc1ccc(CCC(=O)Nc2nccs2)o1	6	-2	4	12	9	2.3	-10	-1	-1
CCc1ccc(-c2csc3ncn(CC(=O)N4CCOCC4)c(=O)c23)cc1	3	0	1	4	9	-0.1	6	-1	0
O=c1[nH][nH]c2cc(=O)n(-c3cccc(C(F)(F)F)c3)nc12	-7	0	0	-14	0	-1.8	-12	5	9
O=C(N/N=C/c1c[nH]c2ccccc12)c1cccc(Cl)c1	-3	0	2	9	6	0.8	-6	-5	7
Cc1cc2ccccc2n1CCNC(=O)C(C)C	-9	-2	0	0	-15	-0.1	21	0	-1
CCCOC(=O)Nc1nc2ccccc2o1	-8	-5	7	-7	-52	2.3	-5	-7	0
CCCCC(O)CN1CCC(c2ccccc2)CC1 (stereo not drawn)	-4	-1	0	2	36	1.7	-5	-1	-4
Cc1cc(C)cc(NC(=O)COC(=O)CC2CCCC2)c1	-6	.	0	8	6	0.9	-6	.	1
COc1ccc(-c2nnc3cccc(Cl)n23)c(OC)c1	7	0	0	13	11	-1.0	7	0	1
Cn1c(=O)c2c(nc(N/N=C/c3cccs3)n2C)n(C)c1=O	5	3	0	-7	15	0.2	-1	-2	-5
CC(C)c1ccc(NC(=O)[C@H]2CSCN2C(=O)[C@@H]2CCC(=O)N2)cc1	9	0	0	-1	0	-0.3	-7	-3	-1
O=C(NNc1nc2ccccc2s1)c1ccccc1F	-6	-3	9	-9	2	0.4	1	6	-5
Cc1cccc(NC(=S)NNC(=S)NC2CCCCC2)c1C	-3	-1	0	-13	32	-3.1	0	-4	-5
CC(=O)Nc1ccc(Sc2ccccc2C(=O)O)c(C(=O)O)c1	7	-3	1	6	12	0.8	-32	3	1
CCOC(=O)N1CCN(C(=O)c2noc3c2COc2ccccc2-3)CC1	-3	3	0	-3	2	-0.5	3	1	-3
